Source: PubChem
PfGluPho inh: PfG6PD (Plasmodium falciparum) enzyme inhibition | PfGluPho enzyme, NADPH resazurin-diaphorase fluorescence | inhibition, % at 20 µM | 350,000 tested, 0.78% active | AID 504690;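 active = inhibition reaching at least a set limit at 20 µM in the primary screen, cut at about 59% in these data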;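 also: 0% = DMSO wells with substrate and 100% = DMSO wells lacking glucose-6-phosphate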
SENP6 inh: SENP6 protease inhibition | Q9GZR1 | 330,000 tested, 1.8% active | Recombinant SENP6 catalytic domain, aminoluciferin luminescence | inhibition, % at 10 µM;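 active = inhibition above about 50% at the single tested dose, limit read from the data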;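 also: plate controls were DMSO wells with enzyme for no effect and DMSO wells lacking enzyme for full effect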
Target sequence (Q9GZR1 628-1112 limits assumed): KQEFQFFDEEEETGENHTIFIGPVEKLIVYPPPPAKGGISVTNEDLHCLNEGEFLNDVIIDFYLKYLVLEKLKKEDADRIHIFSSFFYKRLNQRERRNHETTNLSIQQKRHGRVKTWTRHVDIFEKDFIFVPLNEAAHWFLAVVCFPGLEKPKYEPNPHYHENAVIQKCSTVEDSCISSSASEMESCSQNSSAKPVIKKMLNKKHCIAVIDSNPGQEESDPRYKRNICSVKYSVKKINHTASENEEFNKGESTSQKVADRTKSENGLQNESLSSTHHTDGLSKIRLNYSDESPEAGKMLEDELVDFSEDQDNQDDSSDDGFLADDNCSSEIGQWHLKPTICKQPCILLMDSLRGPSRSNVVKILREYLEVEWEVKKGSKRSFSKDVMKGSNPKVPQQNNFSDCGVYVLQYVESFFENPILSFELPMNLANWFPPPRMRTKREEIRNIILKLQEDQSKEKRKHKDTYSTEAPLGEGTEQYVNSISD
SENP8 block: SENP8 (human) protease inhibition; Q96LD8; recombinant SENP8, Nedd8 substrate fluorescence; inhibition, % at 20 µM; 360,000 tested, 0.64% active; AID 602440; in the data active = inhibition mostly above about 40%, no sharp cut-off; inactive = mostly below about 27%
Target sequence (Q96LD8 whole entry, looked up): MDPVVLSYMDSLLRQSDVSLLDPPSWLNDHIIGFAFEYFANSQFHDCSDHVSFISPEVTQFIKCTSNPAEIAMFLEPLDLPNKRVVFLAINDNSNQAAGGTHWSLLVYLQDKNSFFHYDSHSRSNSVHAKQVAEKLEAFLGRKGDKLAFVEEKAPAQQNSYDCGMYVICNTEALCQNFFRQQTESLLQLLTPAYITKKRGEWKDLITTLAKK
GRIN3A LBD mod: modulates the human NR3A ligand-binding domain; Tm shift relative to glycine control, % at 25 µM; NR3A LBD differential scanning fluorimetry, Tm shift; 0% = protein alone, 100% = glycine-bound protein; 340,000 tested, 2.5% active;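 active = melting temperature shift of at least 10% of the positive control shift, at one fixed dose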
MPTP block: permeability transition pore inhibition; isolated mouse mitochondria, Ca2+ swelling absorbance, 30 min; inhibition, % at 10 µM; 360,000 tested, 1.4% active; AID 602449;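 active = inhibition of 50% or more, scaled per plate between neutral and stimulator controls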;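 also: 0% = DMSO wells given calcium and 100% = 1 mM EGTA wells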
HKDC1 inh: inhibitors of human hexokinase HKDC1; AID 493160; 340,000 tested, 0.16% active; recombinant HKDC1, G6PDH/diaphorase resazurin coupled fluorescence; Q2TB90; inhibition, % at 20 µM;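 active = inhibition above about 35% when tested at 20 µM, limit read from the data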;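 also: plate controls were DMSO wells with enzyme for no effect and DMSO wells lacking enzyme for full effect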
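Test system: recombinant HKDC1 (HK5) hexokinase enzyme, produced in-house; Amount: enzyme 5 µg/mL final; Buffer or medium: Tris pH 8.0 buffer with MgCl2, Tween-20, BSA, BME; Reagent: glucose and ATP substrates; Doses: 20 µM test compound, 1% DMSO; Incubation: 90 min reaction incubation at room temperature, dark; Detection: resorufin fluorescence at 613 nm.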
SENP7 block: SENP7 protease inhibition; Q9BQF6; recombinant SENP7, Z-RLRGG-aminoluciferin luminescence, 40 min; inhibition, % at 5 µM; 330,000 tested, 1.5% active; AID 434973;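 active = inhibition above about 50% at the single test dose, limit read from the data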;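 also: plate controls were DMSO with enzyme for no effect and no enzyme buffer wells for full effect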
Target sequence (Q9BQF6 706-1050 limits assumed): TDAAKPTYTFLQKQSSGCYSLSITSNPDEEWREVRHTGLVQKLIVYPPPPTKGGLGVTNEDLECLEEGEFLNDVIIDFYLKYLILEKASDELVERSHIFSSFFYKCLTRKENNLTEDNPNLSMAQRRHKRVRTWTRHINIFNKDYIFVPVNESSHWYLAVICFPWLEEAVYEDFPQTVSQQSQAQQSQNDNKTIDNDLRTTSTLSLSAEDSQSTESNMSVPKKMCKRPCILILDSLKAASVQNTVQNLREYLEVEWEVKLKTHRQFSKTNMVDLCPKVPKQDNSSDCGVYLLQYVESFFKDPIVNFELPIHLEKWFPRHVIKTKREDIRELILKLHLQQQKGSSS
ATG4B inhibitor: blocks human ATG4B protease cleavage of LC3 substrate; 340,000 tested, 0.51% active; Q9Y4P1; inhibition, % at 8.33 µM; AID 504462; ATG4B cleavage of LC3-PLA2, NBD-HPC fluorescence, 1 h; in the data active = inhibition above about 40%
Active calls of the source: *; . = no result given.

SMILES,PfGluPho inh,SENP6 inh,SENP8 block,GRIN3A LBD mod,MPTP block,HKDC1 inh,SENP7 block,ATG4B inhibitor
COc1ccc(C(=O)OCC(=O)Nc2ccc3c(c2)OCCO3)c(OC)c1,-1,3,-2,3,-1.2,5,6,-10
CC(C)(C)c1ccc(OCC(=O)Nc2ccc(C(=O)Nc3ccccc3C(=O)O)cc2)cc1,-31,8,-3,9,-0.8,8,-4,-1
O=C(COC(=O)CCN1C(=O)c2cccc([N+](=O)[O-])c2C1=O)NC1CCS(=O)(=O)C1 (stereo unspecified),-5,18,6,0,-1.8,-1,5,-5
O=C(NCCC1=CCCCC1)c1ccc(Cl)c([N+](=O)[O-])c1,16,-15,24,-17,29,-5,-12,14
CCS(=O)(=O)N1CCN(c2cccc(C)c2C)CC1,-6,-14,25,-3,-1.8,-7,2,-11
CCOC(=O)C1=C(c2ccccc2)NC(=O)NC1c1cccc(OC)c1OC (stereo unspecified),-6,-14,10,0,2.0,-4,-5,0
Cc1cc(S(=O)(=O)N2CCN(C(=O)c3ccco3)CC2)ccc1F,-10,21,2,2,0.0,0,5,-1
O=CN1CCCN(Cc2nc(-c3cccc(Cl)c3)no2)CC1,-23,-12,0,0,1.3,0,-8,19
O=Cc1ccc(OCC(=O)NCC2CCCO2)cc1 (stereo unspecified),-9,5,1,-5,64*,-8,5,-4
CC1(C)Oc2ccc(C(=O)Nc3ccccc3F)cc2N(CC(=O)N2CCOCC2)C1=O,0,-16,3,-1,-1.0,-6,-5,-12
O=C(c1cccs1)N1CCN(C/C=C/c2ccccc2)CC1,-10,9,10,-1,-0.7,0,4,-10
COc1ccc(C(=O)NNC(=O)C2CC=CCC2)cc1 (stereo unspecified),-5,-25,-1,0,0.2,0,-1,-3
O=C(NCC1CCCN(C2Cc3ccccc3C2)C1)c1cccs1 (stereo unspecified),2,-13,11,1,-0.9,0,-12,-4
Cc1ccccc1CNC(=O)c1ccc2ccccc2n1,-2,-23,11,0,-1.6,-3,0,21
COc1ccc(C2NC(=O)NC(C)=C2C(=O)OC2CCCC(C)C2)cc1 (stereo unspecified),12,-2,9,-2,-1.2,2,-9,-2
O=C(COC(=O)/C=C/c1ccc(Cl)cc1Cl)Nc1ccc2c(c1)OCCO2,-8,-2,4,-5,-0.6,0,1,9
Cc1nn(C(C)C(=O)c2cccc(Cl)c2)c(C)c1[N+](=O)[O-] (stereo unspecified),5,0,9,-1,1.9,5,5,-9
CCCc1nnc(NC(=O)CSc2ncn[nH]2)s1,4,5,19,0,0.1,-6,4,-14
CC(C)CC1(C)CNC(=O)NC1,7,.,6,1,-1.3,-4,.,0
COc1ccc(C2C(C(=O)Nc3ccc(F)cc3)=C(C)Nc3nc(CCCO)nn32)cc1 (stereo unspecified),6,-1,1,-2,-1.2,-7,-4,-3
CCSc1ccccc1C(=O)NCc1cccnc1,6,-25,4,0,-0.4,-14,-4,-4
Cc1ccc(OCCSc2nc3ccccc3n2CCC(=O)O)cc1,-2,-3,7,4,-0.3,-7,-6,-8
O=C(Cc1cccc2ccccc12)Nc1nc2ccccc2[nH]1,7,3,-17,-6,0.7,4,10,1
CCc1nnc(NC(=O)c2ccc(Br)o2)s1,20,9,-7,5,-0.4,-3,9,-13
O=C(Nc1nc2c(Cl)cccc2s1)C1CC1,-2,-6,18,0,0.0,4,2,-11
CN1C/C(=C/c2ccccc2[N+](=O)[O-])C(=O)/C(=C\c2ccccc2[N+](=O)[O-])C1,31,.,-29,0,-2.3,13,.,20
CC1CN(CC(=O)c2c(N)n(Cc3ccccc3)c(=O)n(C)c2=O)CC(C)O1 (stereo unspecified),-11,-5,11,0,-0.7,-7,-1,3
O=C(OCc1cncs1)c1ccccc1Cl,16,-12,5,-1,-1.8,6,4,-2
Cc1ccc2c(c1)N(CC(=O)NCCCc1ccccc1)C(=O)c1cccnc1O2,-4,-9,9,0,1.5,-7,12,-3
COc1ccc(/C=N/NS(=O)(=O)c2ccccc2)cc1OC(=O)c1ccc(C)cc1,-20,-3,41*,19*,-0.1,-1,-3,-10

Part of the list above, field by field:
O=C(Nc1nc2c(Cl)cccc2s1)C1CC1
  PfGluPho inh = -2; SENP6 inh = -6; SENP8 block = 18; GRIN3A LBD mod = 0; MPTP block = 0.0; HKDC1 inh = 4; SENP7 block = 2; ATG4B inhibitor = -11

COc1ccc(C2C(C(=O)Nc3ccc(F)cc3)=C(C)Nc3nc(CCCO)nn32)cc1 (stereo unspecified)
  PfGluPho inh = 6; SENP6 inh = -1; SENP8 block = 1; GRIN3A LBD mod = -2; MPTP block = -1.2; HKDC1 inh = -7; SENP7 block = -4; ATG4B inhibitor = -3

Next entries follow:
SMILES,PfGluPho inh,SENP6 inh,SENP8 block,GRIN3A LBD mod,MPTP block,HKDC1 inh,SENP7 block,ATG4B inhibitor
Cc1cc(C(=O)COC(=O)Cc2n[nH]c(=O)c3ccccc23)c(C)n1-c1ccc2c(c1)OCCO2,38,-17,18,-1,10,6,3,0
CCc1nnc(NC(=O)CN2C(=O)CCC2=O)s1,0,3,14,2,0.0,-8,3,-6
COc1cccc(OC)c1C(=O)Nc1sc2c(c1C(N)=O)CCN(Cc1ccccc1)C2,-3,-2,-296,0,-2.2,4,8,-6
O=C(O/N=C1\CCS(=O)(=O)c2sccc21)c1ccccc1,-8,-10,23,0,3.4,-3,-8,9
O=C(CCN1C(=O)c2cccc3cccc(c23)C1=O)Nc1ccccc1,-12,3,-119,0,-0.8,-4,-6,-7
C=C(C)c1sc(-c2ccccc2)nc1C,3,11,.,-5,.,-2,-6,1
O=C1CN(C(=O)CSc2nnnn2-c2ccc(Cl)cc2)c2ccccc2N1,0,0,20,-2,0.3,-2,-4,-1
Cn1nnnc1SCC(=O)Nc1nc(-c2ccccc2)c(-c2ccccc2)o1,-9,-6,-42,-6,-0.6,-2,5,1
CN(C)c1ccc(/C=N/NC(=O)CNC(=O)c2ccc3c(c2)OCCO3)cc1,-13,-16,-386,0,1.8,-9,-6,-12
Cn1c(=NC(=O)CCl)sc2ccccc21,-9,1,4,1,0.4,6,12,13
CC(C)CNC(=O)c1ccccc1N(Cc1ccccc1)S(C)(=O)=O,10,0,6,0,0.2,-5,-1,3
Cc1cc(C)cc(OCCN2CCOCC2)c1,3,-4,4,-1,0.8,-4,1,2
COc1cc(OC)c(NC(=O)c2c(-c3ccccc3)noc2C)cc1Cl,-13,-6,4,1,0.8,-11,-1,3
Cc1ccc(S(=O)(=O)N2CCC(C(=O)N3CCC[C@H]3C(=O)NCC(C)C)CC2)cc1,-4,-4,13,-1,-1.6,2,7,-5
Cc1cc2cc(CNC(=O)c3ccc(S(=O)(=O)N4CCOCC4)cc3)ccc2[nH]1,7,2,-9,-3,0.4,-4,4,1
CCCNC(=O)C(Sc1ccccc1)c1ccccc1 (stereo unspecified),7,-6,15,8,0.8,-1,3,-7
Cc1ccc2c(c1)c(N=Nc1ccc([N+](=O)[O-])cc1)c(O)n2C,-16,-27,17,-1,-1.3,1,-5,5
Oc1ccc(N=Nc2ccccc2)o1,21,-13,14,0,-1.2,-3,-7,-2
Clc1ccc(CNCc2cccs2)c(Cl)c1,-8,-2,-9,-1,-2.7,15,-5,6
N#Cc1ccc(N2CCOCC2)nc1,-1,-20,-2,-1,0.4,-4,1,0
Cc1nnc(-c2cccc(Br)c2)c2cn(-c3ccccc3Cl)nc12,11,-12,15,2,12,6,0,7
COc1ccc(-c2ccc(S(=O)(=O)n3nc(OC(=O)c4cccs4)cc3N)cc2)cc1,-7,-10,28,-1,-0.1,6,-5,15
CC(=O)c1ccc(N2CCN(C(=O)c3cc(C)on3)CC2)cc1,-13,-19,-32,-3,-0.8,3,-5,2
CCOC(=O)c1ccccc1NC(=O)Cc1ccccc1OC,-3,-9,-36,0,4.0,-6,-7,-8
CCn1nc(C)c(/C=N\NC(=O)c2ccc3c(c2)OCO3)c1C,-4,-10,25,2,1.2,1,-2,2
CN(C(=O)c1ccco1)c1ccccc1C(=O)O,-6,11,4,0,0.1,-5,2,-3
C=CCN=C(NC#N)SCC(=O)NCc1ccccc1,-2,-4,-1,-1,-1.8,2,2,1
O=CN1CCN(C2CC(=O)N(c3ccc4c(c3)OCO4)C2=O)CC1 (stereo unspecified),-21,3,33,-2,1.4,-1,7,-6
C=CCn1c(SCC(=O)Nc2cccc(S(N)(=O)=O)c2)nc2sc(C)c(C)c2c1=O,-8,2,-7,-4,-0.2,6,11,-13
Cc1ccc(S(=O)(=O)CCc2nnc(NC(=O)C3CCCCC3)s2)cc1,-19,-7,6,1,1.3,-2,1,-3

Continued:
Key to letters – A = PfGluPho inh; B = SENP6 inh; C = SENP8 block; D = GRIN3A LBD mod; E = MPTP block; F = HKDC1 inh; G = SENP7 block; H = ATG4B inhibitor
> CSc1ncccc1C(=O)OCn1nnc2ccccc2c1=O
  A: 11 | B: -28 | C: 25 | D: 2 | E: -0.4 | F: 3 | G: 21 | H: -15

> Cc1csc(C(C#N)C(=O)c2cc3ccccc3o2)n1 (stereo unspecified)
  A: 48 | B: 59* | C: 14 | D: -2 | E: 12 | F: -5 | G: 14 | H: -7

> Fc1ccc(-n2nnc(-c3cccnc3Cl)n2)cc1
  A: -15 | B: 74* | C: 13 | D: -1 | E: -0.4 | F: 0 | G: 81* | H: 2

> Cc1csc(Sc2ccc(C(=O)OCC(=O)Nc3ccc(F)cc3[N+](=O)[O-])cc2[N+](=O)[O-])n1
  A: 32 | B: 11 | C: 11 | D: -6 | E: -3.1 | F: -9 | G: 0 | H: -6

> COc1ccc(C(=S)N2CCN(C)CC2)cc1Br
  A: -17 | B: 3 | C: 6 | D: -1 | E: -2.3 | F: 1 | G: -4 | H: 3

> O=C1c2ccccc2C(=O)N1CSc1nnc(Nc2ccccc2F)s1
  A: 7 | B: 1 | C: 18 | D: -2 | E: -6.0 | F: -6 | G: -7 | H: 2

> N#Cc1nc(COc2ccc(-c3ccccc3)cc2)oc1NCCCN1CCOCC1
  A: 6 | B: -19 | C: 24 | D: -9 | E: 1.4 | F: -2 | G: -7 | H: -20

Among those listed so far, ten have an aryl thioether with sulfur outside any ring.
Key to letters – A = PfGluPho inh; B = SENP6 inh; C = SENP8 block; D = GRIN3A LBD mod; E = MPTP block; F = HKDC1 inh; G = SENP7 block; H = ATG4B inhibitor
> CCCc1nnc(NC(=O)CSc2ncn[nH]2)s1
  A: 4 | B: 5 | C: 19 | D: 0 | E: 0.1 | F: -6 | G: 4 | H: -14

> CCSc1ccccc1C(=O)NCc1cccnc1
  A: 6 | B: -25 | C: 4 | D: 0 | E: -0.4 | F: -14 | G: -4 | H: -4

> Cc1ccc(OCCSc2nc3ccccc3n2CCC(=O)O)cc1
  A: -2 | B: -3 | C: 7 | D: 4 | E: -0.3 | F: -7 | G: -6 | H: -8

> O=C1CN(C(=O)CSc2nnnn2-c2ccc(Cl)cc2)c2ccccc2N1
  A: 0 | B: 0 | C: 20 | D: -2 | E: 0.3 | F: -2 | G: -4 | H: -1

> Cn1nnnc1SCC(=O)Nc1nc(-c2ccccc2)c(-c2ccccc2)o1
  A: -9 | B: -6 | C: -42 | D: -6 | E: -0.6 | F: -2 | G: 5 | H: 1

> CCCNC(=O)C(Sc1ccccc1)c1ccccc1 (stereo unspecified)
  A: 7 | B: -6 | C: 15 | D: 8 | E: 0.8 | F: -1 | G: 3 | H: -7

> C=CCn1c(SCC(=O)Nc2cccc(S(N)(=O)=O)c2)nc2sc(C)c(C)c2c1=O
  A: -8 | B: 2 | C: -7 | D: -4 | E: -0.2 | F: 6 | G: 11 | H: -13

> CSc1ncccc1C(=O)OCn1nnc2ccccc2c1=O
  A: 11 | B: -28 | C: 25 | D: 2 | E: -0.4 | F: 3 | G: 21 | H: -15

> Cc1csc(Sc2ccc(C(=O)OCC(=O)Nc3ccc(F)cc3[N+](=O)[O-])cc2[N+](=O)[O-])n1
  A: 32 | B: 11 | C: 11 | D: -6 | E: -3.1 | F: -9 | G: 0 | H: -6

> O=C1c2ccccc2C(=O)N1CSc1nnc(Nc2ccccc2F)s1
  A: 7 | B: 1 | C: 18 | D: -2 | E: -6.0 | F: -6 | G: -7 | H: 2
